ERK EGF inh = inhibitors of EGF-stimulated ERK signaling pathway | HEK293-V1b, EGF-stimulated phospho-ERK AlphaScreen | Potency, µM (titrated, usually from 11.5 µM), for the others: at the top dose activity change, negative = inhibition, actives largely listed as inhibitors | 130,000 tested, 0.41% active; active = well fitted inhibition curve with a large enough effect; inconclusive = small, poorly fitted or top-dose-only effect, or effect the other way;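 note: plate controls were stimulated vehicle wells for no effect and unstimulated vehicle basal for full effect; nearly all actives have a fitted effect of over 55% in size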
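In this qHTS, HEK293 cells with stable type-1 vasopressin (V1b) receptor were exposed to compound at 37C for 30 min, stimulated 5 min with EGF at 25 nM, lysed, and probed for phospho-ERK by AlphaScreen.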
Starred values were filed as active, the others as inactive; ? = inconclusive; & = joins results of further samples; [ ] = remark or other dose. Potency is the fitted concentration of half-maximal effect.

| ERK EGF inh | SMILES |
| --- | --- |
| 3% | C/C(=N\NC(=O)c1cccnc1)c1nnn(-c2nonc2N)c1C |
| -2% | CCOC(=O)c1sc2nc3c(SCC(=O)O)cc(C(=O)c4cc(F)ccc4O)cn3c(=O)c2c1C |
| -4% | O=C(NCc1ccc2c(c1)OCO2)c1cc(-c2ccccn2)nc2ccccc12 |
| 3% | Cc1ccccc1N=CC1=C(O)c2ccccc2C1=O |
| -7% | COc1ccc(C(=O)COC(=O)c2nn(C)c(=O)c3ccccc23)c(OC)c1 |
| 3% | CC1Cn2c(nc(=O)c3c2NCN(CCc2ccccc2)C3)S1 (stereo not given) |
| ? | CCn1c2ccccc2c2cc(CC(N)=O)ccc21 |
| 5% | Cc1cccc(C(=O)N[C@H](C(=O)Nc2nc(C)cs2)C(C)C)c1 |
| 2% | NS(=O)(=O)c1ccc(N/C=C\C(=O)c2cccc3ccccc23)cc1 |
| 4% | O=[N+]([O-])c1ccc(COc2ccccc2/C=N/O)cc1 |
| -3% | Cc1ccc(CC(=O)N2CCN(c3ccccc3F)CC2)cc1 |
| ? | CCN(CC)c1ccc(NC(=S)NC(=O)c2ccco2)cc1 |
| 5% | CCCCNC(=O)c1ccc(/C=C2\Oc3ccccc3N(C)C2=O)cc1 |
| 5% | O=C(NNc1ccc(O)cc1)c1ccc(Br)cc1 |
| -7% | COc1cc(OC)c(/C=C2/C(=O)Nc3ccccc32)c(OC)c1 |
| 14% | NC(=S)N/N=C/c1ccc(-c2cc(Cl)c(Cl)cc2Cl)o1 |
| -10%[57.5 µM] | CC(/C=N/n1c(-c2cccnc2)n[nH]c1=S)=C\c1ccco1 |
| -29%[57.5 µM] | O=C(Nc1nnc(-c2ccc(Cl)cc2)o1)Nc1ccccc1F |
| 2%[57.5 µM] | O=C(Nc1cccc(Cl)c1)Nn1cnnc1 |
| -11%[57.5 µM] | O=C(CC(=O)N/N=C/c1ccc(F)cc1)N/N=C/c1ccc(F)cc1 |
| -1% | COc1ccc(CCN=C(NS(=O)(=O)c2ccc(Cl)cc2)c2ccccc2)cc1 |
| -4% | CCN(CC)C(=O)CNC(=S)N(CCCN1CCOCC1)Cc1cccs1 |
| -4% | COc1ccc(CC(=O)Nc2cccc(-c3ccc4nncn4n3)c2)cc1OC |
| 0% | CCOC(=O)CNC(=O)CNC(=O)c1nn(-c2ccc(OC)c(Cl)c2)c(=O)c2ccccc12 |
| -3% | O=C1c2ccccc2-c2nnc(-c3ccc(F)cc3)cc21 |
| -3% | O=S(=O)(c1ccccc1Cl)N1CCC(O)(c2cccnc2)CC1 |
| 13% | COc1ccc(OC(=O)CCc2c[nH]c3ccccc23)cc1 |
| -3% | Cc1oc2ccc(NS(=O)(=O)c3cccc4cccnc34)cc2c1C(=O)OC(C)C |
| -15% | Cc1ccc2c(c1)C(=O)[C@@]1(O)CCN(c3ccccc3)C1=N2 |
| 17% | CC1CCC(C(C)C)[C@H](OC(=O)c2ccccc2)C1 (stereo not given in full) |
| 1%[57.5 µM] | Cc1ccc2ncnc(Oc3ncccc3[N+](=O)[O-])c2c1 |
| 9% | COc1ccccc1CC(=O)NC1CCCc2ccccc21 (stereo not given) |
| ? | Cc1cc(C(=O)COc2ccc(C#N)cc2)c(C)n1-c1ccc2c(c1)OCO2 |
| -6% | O=C(NNS(=O)(=O)c1ccc(Br)cc1)c1sccc1-n1cccc1 |
| 3% | Cc1nc2c(ccc3nc(NC(=O)C(c4ccccc4)c4ccccc4)sc32)s1 |
| -8% | CC1CC(C)(C)NC(=S)N1CCC(=O)N1CCc2ccccc21 (stereo not given) |
| -11% | CC(C)C[C@@H](CC(=O)N[C@H](CC(=O)N[C@@H]1CCNC[C@H]1C(=O)N[C@H](CC(=O)N[C@@H](CCC(=O)O)CC(=O)O)Cc1c[nH]c2ccccc12)C(C)C)NC(=O)[C@@H]1CCCC[C@H]1N |
| 2%[57.5 µM] | Cc1nc(C)c(C(=O)O)s1 |
| 8% | CCCCCCN1CC(C(=O)OCC)C(=O)C1=O (stereo not given) |
| -5% | N#CC1=C(N)C(C#N)(C#N)C(c2cccnc2)C2CN(C(=O)OCc3ccccc3)CC=C12 (stereo not given) |

3 entries from above, as labelled records:
CC1CC(C)(C)NC(=S)N1CCC(=O)N1CCc2ccccc21 (stereo not given)
  ERK EGF inh: -8%

COc1ccccc1CC(=O)NC1CCCc2ccccc21 (stereo not given)
  ERK EGF inh: 9%

O=C1c2ccccc2-c2nnc(-c3ccc(F)cc3)cc21
  ERK EGF inh: -3%

Shown as labelled records: entries from further up.
COc1ccc(OC(=O)CCc2c[nH]c3ccccc23)cc1
  ERK EGF inh: 13%
CCCCCCN1CC(C(=O)OCC)C(=O)C1=O (stereo not given)
  ERK EGF inh: 8%
Cc1ccc2ncnc(Oc3ncccc3[N+](=O)[O-])c2c1
  ERK EGF inh: 1%[57.5 µM]
CC(C)C[C@@H](CC(=O)N[C@H](CC(=O)N[C@@H]1CCNC[C@H]1C(=O)N[C@H](CC(=O)N[C@@H](CCC(=O)O)CC(=O)O)Cc1c[nH]c2ccccc12)C(C)C)NC(=O)[C@@H]1CCCC[C@H]1N
  ERK EGF inh: -11%

(list continues)
| ERK EGF inh | SMILES |
| --- | --- |
| 1% | COc1ccc(-c2cn(-c3ccc(OC)cc3)c3[n+]2-c2ccccc2CC3)cc1 |
| 1% | CCSC1=NCCN1S(=O)(=O)c1ccccc1 |
| -2% | O=C(CSc1nc2ccccc2c(=O)n1Cc1ccc(Cl)cc1)NCc1cccs1 |
| -6% | NCCSC1CC(=O)N(Cc2ccc(F)cc2)C1=O (stereo not given) |
| -1%[57.5 µM] | COc1cc(NC(=O)Nc2ccc(Cl)c(Cl)c2)c(C(=O)O)cc1OC |
| 0% | COc1ccc(-c2cnc(-c3cccnc3)o2)cc1 |
| ? | CCCCCCCCCC[n+]1cccc2c3ccccc3ccc21 |
| -13%[57.5 µM] | COc1ccc(OC)c2c(C)c(C)[nH]c12 |
| 6% | O=C(O)c1ccccc1CSc1ncccc1C(=O)O |
| -1% | CC1CCN(CCC(=O)Nc2ccc3c(c2)OCCO3)CC1 |
| -1% | Cc1ccc(NC(=O)OCc2cncs2)cc1 |
| -18%[57.5 µM] | COc1ccc(C(CCN2CCOCC2)c2c(O)cc(OC)cc2OC)cc1 (stereo not given) |
| -3%[57.5 µM] | CC(C)(C)c1ccc(C(=O)NNC(=S)NCc2ccco2)cc1 |
| ? | OC1(c2ccc(F)cc2)CSC(=Nc2cccnc2)N1Cc1ccco1 (stereo not given) |
| 0% | O=C(CC1C(=O)NCCN1Cc1ccoc1)NCCc1ccc(Cl)cc1 (stereo not given) |
| 0% | CC(C(=O)NCCN1CCOCC1)(c1ccccc1)c1ccccc1 |
| 6% | CSc1nsc(SC)c1C(=O)N1CCN(S(=O)(=O)c2ccc(C)cc2)C1C(C)C (stereo not given) |
| -9% | COc1ccc(/C=C/C(=O)Nc2ccc(OC)nc2)cc1 |
| -3% | CSCCC(NC(=O)C1CCC(C)CC1)C(=O)OCC(=O)c1ccc(Cl)cc1 (stereo not given) |
| -5% | CN1CCN(C(=O)Nc2ccc3c(c2)N(C)C(=O)c2ccccc2S3)CC1 |
| 0% | CCCn1c(C)cc(C(=O)COC(=O)c2nccnc2N)c1C |
| 3% | CC(=O)N1CCC2(CC1)C(C#N)=C(N)Oc1n[nH]c(C(F)(F)F)c12 |
| 8% | CCN(CC)c1ncnnc1-c1ccccc1 |
| 2% | CC1CN(S(=O)(=O)c2ccccc2)C(C)CN1S(=O)(=O)c1ccccc1 (stereo not given) |
| -17% | CCCCn1c(N)c(N(CC)C(=O)/C=C/c2ccco2)c(=O)[nH]c1=O |
| 0% | CC(=O)Oc1ccc(C(=O)[C@H]2[C@H]3C(=O)N(c4cccc5ccccc45)C(=O)[C@H]3[C@@H]3C=CC=NN32)cc1 |
| 3% | Cc1ccc2cc(/C=N/NC(=O)[C@H]3C[C@@H]3c3ccccc3)c(Cl)nc2c1 |
| -3%[57.5 µM] | COc1ccc(N2C3=C(C(=O)CC(C)(C)C3)C(c3ccccc3OC)C3=C2CC(C)(C)CC3=O)cc1 |
| 0%[57.5 µM] | CC(C)(/C=N/O)N(O)C=C1C=CC(=O)C=C1 |
| 8% | COc1cc(/C=N/O)cc(Cl)c1OC |
| 10% | N#C/C(=C\c1ccc(-c2ccc(F)cc2)o1)C(=O)Nc1nc(-c2cccs2)cs1 |
| -21% | CC(C)=CC(=O)Nc1ccc(Cl)cc1 |
| 5% | CC1CCN(CCCCOc2cccc(Br)c2)CC1 |
| 5% | Cc1ccc2c(Cl)cc(Cl)c(OCC(=O)NC(C)(C)C)c2n1 |
| 9% | Cc1csc(SCC(=O)NC(=O)Cc2ccccc2)n1 |
| -10% | CC(=O)NC1=NN(C(C)=O)C2(CCCC2)S1 |
| -8%[57.5 µM] | CNc1ccccc1C(C)(C)c1cc(-c2cccc(Br)c2)no1 |
| -5% | O=C(Nc1ccc(N2CCOCC2)cc1)c1ccc2c(c1)OCO2 |
| 8% | COc1ccccc1-n1cc(C(=O)c2cc(Cl)ccc2O)cc(C#N)c1=O |
| 0% | CCCC(=O)Nc1cccc(-c2nc3ccccc3c(=O)o2)c1 |
| -3% | CC(=O)c1ccccc1C(=O)NCc1cccnc1 |
| -5%[57.5 µM] | NC(=O)CC(NC(=O)Cc1ccc(Br)cc1)c1ccc(NCCc2ccc(F)cc2)c([N+](=O)[O-])c1 (stereo not given) |
| -9% | COC(=O)c1ccc(C)c(NC(=O)CCc2ccc(OC)c(OC)c2)c1 |
| -4% | COc1ccc(Br)cc1C(=O)NC(=S)Nc1ccc(Cl)c(C(=O)O)c1 |
| 2% | CC(C)CN(C(=O)CSc1nnc(-c2ccco2)o1)c1c(N)n(Cc2ccccc2)c(=O)[nH]c1=O |
| 9% | CC(=O)Nc1cccc(NC(=S)Nc2cccc(Cl)c2C)c1 |
| -9%&-8% | COc1cccc([C@@H]2Oc3ccc(Br)cc3C(=O)[C@H]2OC(=O)NC2CCCC2)c1 |
| 32µM* | Cc1cccc(CNc2nc(-c3cccnc3)nc3ccccc23)c1 |
| 4%[57.5 µM] | CN(C)CCCNC(=O)c1cc(Br)ccc1O |
| -3% | COCCCNCC(O)C(F)(F)F (stereo not given) |
| 0%[57.5 µM] | O=C(NCc1csc2ccccc12)Nc1cc(Cl)cc(Cl)c1 |
| -4% | COc1ccc(C)cc1S(=O)(=O)Nc1cc(Cl)ccc1Cl |
| 2% | Cc1cccc(NC(=O)c2cc([N+](=O)[O-])ccc2NCC2CCCO2)n1 (stereo not given) |
| -2% | CCCCCC(=O)/C=C/[C@H]1[C@H](O)CC(=O)[C@@H]1C/C=C\CCCC(=O)O |
| 3% | COc1ccc(CN(C)Cc2nc3scc(-c4ccccc4)c3c(=O)[nH]2)cc1OC |
| 5% | O=C(NCc1ccco1)c1cc(NS(=O)(=O)c2cccc([N+](=O)[O-])c2)ccc1O |
| 1% | O=C(Nc1nc2ccc(S(=O)(=O)N3CCCC3)cc2s1)c1ccco1 |
| 5% | Cc1cccc(Nc2nc(N)c([N+](=O)[O-])c(N3CCN(C)CC3)n2)c1 |
| 1% | COc1cccc(NC(=S)N2CCN(c3ccccn3)CC2)c1 |
| ? | Cc1cc(C=O)c(C)n1-c1ccc(Oc2ccc([N+](=O)[O-])cn2)cc1 |

The list goes on.
| ERK EGF inh | SMILES |
| --- | --- |
| 9% | S=C(NCc1ccccn1)Nc1ccccc1 |
| 5% | Cn1cccc1CC(=O)N/N=C/C(Cl)=C/c1ccccc1 |
| 3% | CCCn1c(-c2ccc(F)cc2)nc2c(NCCCN3CCOCC3)nc(C)nc21 |
| -2% | COC(=O)/C(C#N)=C/c1ccc(C)o1 |
| -15% | FC(F)(F)c1cnc(C(c2ccccc2)c2ncn[nH]2)c(Cl)c1 (stereo not given) |
| -3% | Cc1ccc(C)c(N2C(=N)S/C(=C\c3ccc(-c4ccccc4C(=O)O)o3)C2=O)c1 |
| 5% | COc1ccccc1-n1c(SCC(=O)NC(C)(C)C)nnc1-c1ccco1 |
| -7% | Cc1cc(Br)ccc1OCC(=O)NNC(=O)C(=O)Nc1ccccc1 |
| 3%[57.5 µM] | CCO[C@H]1OC(C(=O)Nc2ccccc2)=C[C@@H](c2ccc(C(F)(F)F)cc2)[C@@H]1CCCO |
| 4% | O=C1CCC([N+](=O)[O-])C(c2ccc3c(c2)OCO3)N1 (stereo not given) |
| -5% | Cc1ccccc1OCC(=O)N/N=C/c1ccc([N+](=O)[O-])o1 |
| -10% | COCC(=O)N1CCC[C@@]2(CCN(Cc3ccccc3)C2)C1 |
| 1% | O=C(O)c1cc([N+](=O)[O-])ccc1Nc1ccccc1 |
| 0% | CC(=O)N1CCN(Cc2nc3scc(-c4ccccc4)c3c(=O)[nH]2)CC1 |
| 1% | CCOc1ccccc1/C=N/NC(=O)CNC(=O)c1cccs1 |
| -1% | Cc1ccc2cc(C(c3nnnn3C3CCCC3)N3CCN(c4ccc(F)cc4)CC3)c(=O)[nH]c2c1 (stereo not given) |
| ? | CN1CCN(/N=C/c2c3ccccc3c(Cl)c3ccccc23)CC1 |
| -3% | O=C(CSc1nn(-c2ccccc2)c(=S)s1)NC1CCS(=O)(=O)C1 (stereo not given) |
| 0% | COc1ccccc1N1CCN(c2ccc(Cl)nn2)CC1 |
| -8% | CN(C)C(=O)c1c(NC(=O)c2ccco2)sc2c1CCCCC2 |
| -5% | COc1ccc(CSc2ncn[nH]2)cc1[N+](=O)[O-] |
| -5% | NC(=S)Nc1ccc2c(c1)OCO2 |
| 1% | COc1ccc(C(=O)N(C)c2c(C)n(C)n(-c3ccccc3)c2=O)cc1OC |
| 5% | Cc1cc(NS(=O)(=O)c2ccc(NC(=O)c3cnc4scc(C)n4c3=O)cc2)nc(C)n1 |
| -12% | Cc1c(NC(=O)C(C)n2cc([N+](=O)[O-])cn2)c(=O)n(-c2ccccc2)n1C (stereo not given) |
| -22%[57.5 µM] | O=C(Nc1ccc(S(=O)(=O)N2CCOCC2)cc1)c1ccc([N+](=O)[O-])o1 |
| 2% | O=C(COc1cccnc1[N+](=O)[O-])Nc1ccc(S(=O)(=O)N2CCOCC2)cc1 |

Screening data (PubChem BioAssay)

Some of the compounds tested; count on the stated rates, not on these rows.
